FUS suppressor: FUS proteinopathy suppression in yeast | S. cerevisiae FUS-expressing, growth rescue, OD600, 24 h | Potency, µM (top dose mostly 76.6 µM), for the others: top-dose growth rescue (activation), usual class: activators | hit rate 0.24% among 390,000 | AID 1347120; active means well fitted activation curve with a large enough effect; inconclusive means small, poorly fitted or top-dose-only effect; inactive means no such curve, though single readings can be large or run the other way;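 further: plate controls were DMSO vehicle for no effect and reference control for full effect; nearly all actives have a fitted effect of over 55% in size; some results filed as inactive show a strong effect at the top dose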
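Cultures pregrown in 2.5% raffinose medium are shifted to minimal medium containing 2% galactose to express toxic FUS. Compounds are tested at several concentrations. After 24hr at 30C, growth is quantified at 600 nm absorbance.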
Active calls of the source: *. Potency means the concentration at half of the fitted maximal effect. Only part of the results is shown (hit frequency here may not be typical).

For C=CCN1C(=O)[C@H](CC(=O)N2CCSCC2)[C@@]2(C(=O)OCC)CCCC=C12 the results were FUS suppressor -6%.
`CCOC(=O)[C@]12CCCC=C1N(Cc1ccc(OC)cc1)C(=O)[C@@H]2CC(=O)NCc1cccc(C(F)(F)F)c1` gave FUS suppressor inconclusive.
For CN(C)[C@@H]1CCN(c2ccc3c(c2)O[C@H]2CCN(C2)S3(=O)=O)C1 the results were FUS suppressor 8%.
`Cc1occc1-c1nnc(SCC(=O)Nc2ccc3ncccc3c2)n1-c1ccccc1` gave FUS suppressor 10%.
COc1cc(NC(=O)c2ccccn2)ccc1NC(=O)c1ccccc1Cl was read as FUS suppressor 41%.
O=C(CNS(=O)(=O)c1cccc2ccccc12)N1CCN(c2ncccn2)CC1 was read as FUS suppressor 22%.
Screening Cc1ccnc(SCc2cc(=O)c(OC(=O)c3ccc([N+](=O)[O-])cc3)co2)n1 returned FUS suppressor -7%.
For O=C(CSc1nnc(-c2cccnc2)n1-c1ccc(Cl)cc1)Nc1cccc2ccccc12 the results were FUS suppressor 19%.
For COC(=O)C[C@@H]1CC[C@H]2[C@H](COc3ccc(NC(=O)Nc4ccc(C#N)cc4)cc3C(=O)N2C)O1 the results were FUS suppressor 17%.
O=C(NCCc1ccc(F)cc1)c1ccc(Sc2ccccc2Cl)c([N+](=O)[O-])c1 was read as FUS suppressor 7%.
COc1ccc(S[C@]2(C(=O)N3CCCC3)CC(=O)N(C(=O)c3ccccc3)[C@@H]2c2ccc(OC)cc2)cc1 was read as FUS suppressor inconclusive.
For Cn1c(SCc2ccc(C(C)(C)C)cc2)nnc1-c1ccco1 the results were FUS suppressor inconclusive.
C[C@@H]1[C@@H](c2ccccc2)c2cc3ccccc3nc2C(=O)C[C@@H]1C(=O)N1CCCC1 was read as FUS suppressor 13%.
N#Cc1cccc(NC(=O)O[C@@H]2CC[C@@]34CCCN3C(=O)CCC[C@H]4C2)c1 was read as FUS suppressor 10%.
`O=c1c2ccccc2n(Cc2ccccc2)n1[C@@H](Cc1ccccc1)Cn1cc(C2CCCC2)nn1` gave FUS suppressor 42%.
COC[C@@H]1CCCN1c1cccc2c1S(=O)(=O)N1CC[C@H](C1)O2 was read as FUS suppressor -5%.
`CN(C)S(=O)(=O)c1ccc2nc(COCc3nc4ccc(S(=O)(=O)N(C)C)cc4[nH]3)[nH]c2c1` gave FUS suppressor 3%.
`CCOC(=O)N1C(=O)C[C@](Sc2ccc(OC)cc2)(C(=O)N2CCOCC2)[C@H]1c1ccc(OC)cc1` gave FUS suppressor 27%.
CCOc1ccc(Oc2c(Cl)cnn(-c3ccc(C)cc3)c2=O)cc1 was read as FUS suppressor 11%.
`Cc1cc(C)cc(NC(=O)OC2CCC23CCCCC3)c1` (stereo unspecified) gave FUS suppressor -3%.
`COc1ccccc1CNC1CCC12CCC(c1ccccc1)CC2` (stereo unspecified) gave FUS suppressor -2%.
`CCOc1cc(CCNC(=O)c2cc(-c3ccccc3)c(N3CCOCC3)s2)ccc1OC` gave FUS suppressor inconclusive.
Screening O=C(OC12CCCN(C1)/C(=C/c1cccc(Cl)c1)C2)c1ccc(Cl)cc1 (stereo unspecified) returned FUS suppressor 35%.
For FC(F)(F)c1cccc(N2CCN(C(=S)Nc3nccc4ccccc34)CC2)c1 the results were FUS suppressor 4%.
For O=C(CSc1nnc(-c2cccnc2)n1Cc1ccco1)Nc1ccc(F)cc1Cl the results were FUS suppressor -1%.
`CN1C(=O)C[C@@](C#N)(C(=O)Nc2nc3ccc(F)cc3s2)[C@H]1c1ccccc1` gave FUS suppressor -3%.
For CC(=O)Nc1sc2c(c1-c1nc3ccccc3s1)CCCNC2 the results were FUS suppressor 7%.
CCCCNC(=O)C1(C(C)=O)CC(C(=O)OCC)=NO1 (stereo unspecified) was read as FUS suppressor -17%.
Screening O=C(OCC#CCSc1nnc(-c2cccc3ccccc23)o1)c1ccc(F)c(F)c1 returned FUS suppressor -15%.
COc1ccc2c(c1)CN1C(=O)N(CCc3ccccc3)S(=O)(=O)CC21 (stereo unspecified) was read as FUS suppressor -17%.
O=C(Nc1nc2ncccn2c1-c1ccc(F)cc1)c1ccc(F)cc1 was read as FUS suppressor -1%.
Screening C#CCNC(=O)C[C@H]1C(=O)N(CC=C)C2=CCCC[C@@]21C(=O)OCC returned FUS suppressor -15%.
COc1cc2c(cc1NC(=O)CSc1nnc(-c3ccccn3)n1-c1ccccc1)oc1ccccc12 was read as FUS suppressor 3%.
Screening CCN=C1S/C(=C/c2cc(C)n(-c3ccc(Cl)cc3F)c2C)C(=O)N1CC returned FUS suppressor 34%.
`CN(C)c1ccc(NC(=O)NC2CCCCN(Cc3cccc(Cl)c3)C2=O)cc1` (stereo unspecified) gave FUS suppressor 5%.
CC(C)(C)c1ccc(C(=O)Nc2cc(Cl)c(F)cc2C(=O)O)cc1 was read as FUS suppressor -6%.
Cc1ccc(-c2nnc(SCC(=O)Nc3ccc(Oc4ccccc4)cc3)n2-c2ccc(Cl)cc2)cc1 was read as FUS suppressor 6%.
For COC[C@H]1CCCN1c1cccc2c1S(=O)(=O)N(C1CC1)CC[C@@H](C)O2 the results were FUS suppressor -1%.
`O=C(NC1CCCCN(Cc2ccc(OC(F)(F)F)cc2)C1=O)c1cccc(F)c1` (stereo unspecified) gave FUS suppressor 15%.
Screening COc1ccc(/C=C2\CC3(OC(=O)c4ccc(F)cc4)CCCN2C3)cc1 (stereo unspecified) returned FUS suppressor -3%.
For Cc1ccc(S(=O)(=O)N2c3ccccc3C[C@H]2CCC(=O)c2ccccc2)cc1 the results were FUS suppressor 29%.
Screening Cc1nn(CCC(=O)NNC(=O)Nc2ccc(Cl)cc2)c(C)c1[N+](=O)[O-] returned FUS suppressor 1%.
`COC(=O)[C@]12C[C@H](CC(=O)NCc3cccc4ccccc34)C(=O)N(Cc3ccc4c(c3)OCO4)C1=C[C@H](C(C)C)O[C@@H]2C1CC1` gave FUS suppressor 13µM*.
`Cc1cc(N2CCN(Cc3ccccc3)CC2)n2nc(C)nc2n1` gave FUS suppressor 15%.
Screening Cc1ccc(-n2c(SCC(=O)Nc3ccc(OCc4ccccc4)cc3)nnc2-c2ccco2)cc1 returned FUS suppressor -4%.
For NC(=O)C1CCN(c2nc(-c3ccc(OCc4ccccc4)cc3)cs2)CC1 the results were FUS suppressor inconclusive.
`CCOC(=O)C(Cc1ccccc1)P(=O)(OCC)OCC` (stereo unspecified) gave FUS suppressor -1%.
Screening C[C@@H](NC(=O)c1ccccc1OCC(=O)Nc1ccc(I)cc1)C(=O)N(C)Cc1ccccc1 returned FUS suppressor 4%.
Screening Cc1ccc(-n2c(SCC(=O)Nc3ccc(S(=O)(=O)Nc4nccs4)cc3)nnc2-c2ccccn2)cc1 returned FUS suppressor inconclusive.
For COC[C@@H](O)[C@H]1OCc2cccc(OC)c2[C@@H]1/C=C/c1ccccc1 the results were FUS suppressor 30%.
`CCn1c2ccccc2c2cc(NC(=O)COC(=O)c3cc(F)cc(F)c3)ccc21` gave FUS suppressor 3%.
For O[C@H](COc1ccc(Cl)cc1)CN1CCC(C(O)(c2ccccc2)c2ccccc2)CC1 the results were FUS suppressor 12%.
CNC(=O)CCc1nc(-c2ccc(C(C)C)cc2)no1 was read as FUS suppressor -8%.
`COC(=O)[C@]12C[C@H](CC(=O)N3CCN(C(=O)C4CC4)CC3)C(=O)N(Cc3ccc(Cl)cc3Cl)C1=C[C@H](C(C)(C)C)O[C@@H]2C` gave FUS suppressor inconclusive.
O=c1[nH]c2cc(Br)c(Br)nc2[nH]1 was read as FUS suppressor -7%.
`COc1ccccc1CNC(=O)N(CCc1c(C)[nH]c2ccccc12)Cc1cccs1` gave FUS suppressor inconclusive.
Screening COc1ccc(CCNC(=O)c2c(N)[nH]c(C(=O)c3ccccc3)c2-c2ccc(N(C)C)cc2)cc1 returned FUS suppressor inconclusive.
`COP(N)(=O)C(CC(C)C)NC(=O)OCc1ccccc1` (stereo unspecified) gave FUS suppressor -6%.
`COC[C@@H]1CCCN1c1cccc2c1S(=O)(=O)N1CC[C@@H](C1)O2` gave FUS suppressor inconclusive.
c1ccc(-c2c[nH]c3cccc(-c4cc5ccccc5o4)c23)cc1 was read as FUS suppressor 40%.
Screening O=C(O[C@H]1CC[C@@]23CCCN2C(=O)CCC[C@H]3C1)N1CCOCC1 returned FUS suppressor 0%.
Nn1c(SCC(=O)Nc2ccc(OCc3ccccc3)cc2)nnc1-c1cc(-c2ccc(Cl)cc2)n[nH]1 was read as FUS suppressor 18%.
Screening O=S1(=O)c2ccc(N3CC[C@@H](O)C3)cc2O[C@H]2CCN1C2 returned FUS suppressor 10%.
`Cc1ccc(C(=O)n2ccc3ccc(-c4ccc5ccn(Cc6ccccc6)c5c4)cc32)cc1` gave FUS suppressor 25%.
For COC(=O)[C@]12C[C@H](CC(=O)N3CCC(c4ccccc4)CC3)C(=O)N(Cc3ccc4c(c3)OCO4)C1=C[C@H](C(C)C)O[C@@H]2C1CC1 the results were FUS suppressor 4%.
`C[C@H]1[C@@H](OC(=O)NCc2ccccc2Cl)CC[C@@]23CCCN2C(=O)CCC[C@@H]13` gave FUS suppressor 31%.
For C[C@H]1[C@@H](c2ccccc2)OC(O)([C@H](Cc2ccccc2)NC(=O)OC(C)(C)C)CN1C (stereo partly specified) the results were FUS suppressor 11%.
For Cc1ccccc1CS(=O)(=O)Cc1ccc(C(=O)Nc2ccccc2C)o1 the results were FUS suppressor 21%.
CCOC(=O)N1CCN(C(=O)C[C@@H]2C(=O)N(Cc3ccc(OC)cc3)/C3=C/CCCCC[C@@]32C(=O)OCC)CC1 was read as FUS suppressor 41%.
`COc1ccc(-c2nnc(SCC(=O)Nc3ccc(Oc4ccccc4)cc3)n2Cc2ccco2)cc1` gave FUS suppressor 44%.

16 successive records from above:
For O[C@H](COc1ccc(Cl)cc1)CN1CCC(C(O)(c2ccccc2)c2ccccc2)CC1 the results were FUS suppressor 12%.
CNC(=O)CCc1nc(-c2ccc(C(C)C)cc2)no1 was read as FUS suppressor -8%.
`COC(=O)[C@]12C[C@H](CC(=O)N3CCN(C(=O)C4CC4)CC3)C(=O)N(Cc3ccc(Cl)cc3Cl)C1=C[C@H](C(C)(C)C)O[C@@H]2C` gave FUS suppressor inconclusive.
O=c1[nH]c2cc(Br)c(Br)nc2[nH]1 was read as FUS suppressor -7%.
`COc1ccccc1CNC(=O)N(CCc1c(C)[nH]c2ccccc12)Cc1cccs1` gave FUS suppressor inconclusive.
Screening COc1ccc(CCNC(=O)c2c(N)[nH]c(C(=O)c3ccccc3)c2-c2ccc(N(C)C)cc2)cc1 returned FUS suppressor inconclusive.
`COP(N)(=O)C(CC(C)C)NC(=O)OCc1ccccc1` (stereo unspecified) gave FUS suppressor -6%.
`COC[C@@H]1CCCN1c1cccc2c1S(=O)(=O)N1CC[C@@H](C1)O2` gave FUS suppressor inconclusive.
c1ccc(-c2c[nH]c3cccc(-c4cc5ccccc5o4)c23)cc1 was read as FUS suppressor 40%.
Screening O=C(O[C@H]1CC[C@@]23CCCN2C(=O)CCC[C@H]3C1)N1CCOCC1 returned FUS suppressor 0%.
Nn1c(SCC(=O)Nc2ccc(OCc3ccccc3)cc2)nnc1-c1cc(-c2ccc(Cl)cc2)n[nH]1 was read as FUS suppressor 18%.
Screening O=S1(=O)c2ccc(N3CC[C@@H](O)C3)cc2O[C@H]2CCN1C2 returned FUS suppressor 10%.
`Cc1ccc(C(=O)n2ccc3ccc(-c4ccc5ccn(Cc6ccccc6)c5c4)cc32)cc1` gave FUS suppressor 25%.
For COC(=O)[C@]12C[C@H](CC(=O)N3CCC(c4ccccc4)CC3)C(=O)N(Cc3ccc4c(c3)OCO4)C1=C[C@H](C(C)C)O[C@@H]2C1CC1 the results were FUS suppressor 4%.
`C[C@H]1[C@@H](OC(=O)NCc2ccccc2Cl)CC[C@@]23CCCN2C(=O)CCC[C@@H]13` gave FUS suppressor 31%.
For C[C@H]1[C@@H](c2ccccc2)OC(O)([C@H](Cc2ccccc2)NC(=O)OC(C)(C)C)CN1C (stereo partly specified) the results were FUS suppressor 11%.

Source: PubChem BioAssay (National Center for Advancing Translational Sciences (NCATS))
